S100A4 MyoIIA = blocks human S100A4 binding to myosin IIA peptide | P26447 | 0.14% of 360,000 active | inhibition, % at 10.7 µM | S100A4/TAMRA-MyoIIA peptide fluorescence polarization;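 active means mean inhibition of at least 70% across replicates, with every replicate also reaching that level; inconclusive means mean inhibition reaches 70% but some replicates fall short; inactive means mean inhibition below 70%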
Target sequence (P26447 whole entry, looked up): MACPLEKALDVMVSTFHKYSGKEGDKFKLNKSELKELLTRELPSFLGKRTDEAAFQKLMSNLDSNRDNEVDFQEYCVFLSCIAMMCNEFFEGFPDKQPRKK
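Test system – S100A4 monomer (human) · Compound – single-point compound testing · Schedule – 5 min incubation before reading · Probe or stimulus – TAMRA-labelled myosin IIA heavy-chain peptide probe, 5 nM · Benchmarks – neutral control DMSO, positive control TFP · Medium – Calcium-containing HEPES buffer, pH 7.2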
Cneo AK release = Cryptococcus neoformans lysis via adenylate kinase release; C. neoformans lysis, adenylate kinase release luminescence, 4 h; normalised: neutral wells 0, clomiphene wells 100; lysis activity, % at 15 µM; 0.2% of 360,000 active; AID 651654;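 active means mean lysis activity across replicates of at least 80%, whatever share of replicates individually reach that level; inactive means mean lysis activity below 80%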
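Material: C. neoformans cells; Schedule: 4 h static compound exposure, 37 °C, read 1 h post-reagent; Measured by: adenylate kinase release luminescence; Read-out: signal increase indicating cell lysis; Controls: Clomiphene as positive lysis control.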
LGR2 antag = inhibitors of bursicon-induced Drosophila LGR2 receptor cAMP signaling; HEK293 LGR2, CRE-luciferase, bursicon-stimulated, 4 h; inhibition, % at 9.99 µM; 0.35% of 380,000 active; AID 720647;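 active means drop in luminescence signal, shown as inhibition above about 50% in the replicate tests, limit read from the data, passing the limit was not always enough; inconclusive means probably only some replicates passing the limit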;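 further: agonist challenge used bursicon conditioned medium at about half maximal strength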
SIRT5 block = inhibitors of human sirtuin-5 desuccinylase | Purified SirT5, succinyl-peptide AMC, trypsin-coupled fluorescence | 1.1% of 330,000 active | inhibition, % at 15 µM | AID 652115; in the data active means inhibition above about 15%; inconclusive means no clear call, values can overlap the other calls
Target sequence (Q9NXA8 whole entry, looked up): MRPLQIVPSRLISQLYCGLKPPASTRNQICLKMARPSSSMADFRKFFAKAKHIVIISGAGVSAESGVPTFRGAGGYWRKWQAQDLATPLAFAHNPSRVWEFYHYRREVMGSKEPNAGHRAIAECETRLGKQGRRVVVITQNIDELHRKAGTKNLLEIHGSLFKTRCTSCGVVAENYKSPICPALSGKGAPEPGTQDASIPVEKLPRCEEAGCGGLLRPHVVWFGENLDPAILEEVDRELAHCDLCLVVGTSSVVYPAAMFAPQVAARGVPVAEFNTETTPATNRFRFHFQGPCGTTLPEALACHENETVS
XiGFP reactiv = X-chromosome reactivation activator. 0.055% of 360,000 active. XiGFP mouse fibroblasts, % GFP-positive cells imaging, 3 d; cells co-treated with 5-aza-dC sensitizer; scaled so ellipticine positive control = 100%. AID 743238. activation, % at 7.58 µM;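 active means mean normalized replicate activation at least 10% and every replicate at or above 10%; inconclusive means only one of the two criteria met; inactive means mean below 10% and not all replicates reach 10%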;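 further: 0% = median of on-plate neutral control wells and 100% = ellipticine 6 µM median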
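System: 68-5-11 XiGFP fibroblast line | Buffer or medium: DMEM containing 5-aza-dC | Compound: Single point | Times: Compounds 3 days, fix/stain 15 min at room temperature | Benchmarks: Positive control ellipticine, 6 µM final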
Statin myotox sup = suppression of simvastatin myotoxicity; C2C12 myotubes + simvastatin, ATP luminescence, 48 h; scaled: DMSO 0, geranylgeraniol control 100; rescue of ATP level, % at 7.49 µM; 0.78% of 330,000 active; AID 602340;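 active means mean ATP rescue above about 67%, or every replicate alone reaching that limit, limit read from the data, passing the limit was not always enough; inconclusive means no clear call, values can overlap the other calls; inactive means mean under the limit and some replicate under it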;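 further: myotubes were challenged with 10 µM simvastatin during compound exposure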
ERAP1 HTS inh = inhibitors of human ERAP1 aminopeptidase; inhibition, % at 10.7 µM; Q9NZ08; recombinant ERAP1, Leu-AMC fluorescence, 60 min; 0.15% of 340,000 active;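 active means mean replicate inhibition of at least 30%, or all replicates individually reaching that 30% level; inactive means mean below 30% and not every replicate reaching it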;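 further: 0% = neutral control wells and 100% = L-leucinethiol positive control wells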
PGC1a acetyl inh = modulators of PGC1a acetylation; 0.17% of 350,000 active; AID 651687; U2OS PGC1a acetylation, AlphaScreen anti-acetyl-lysine; with virally co-expressed GCN5 acetyltransferase; inhibition, % at 15.6 µM;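 active means every replicate shows inhibition of at least 40%; inconclusive means mean inhibition at least 40% but some replicate below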;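 further: 0% = neutral control wells and 100% = positive control wells; some results beyond the cut were filed as inactive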
Starred values were filed as active, the others as inactive; ? = inconclusive; . = not tested or not shown. This is a subset (hit frequency here may not be typical).

[1] C[C@H](CO)N1C[C@H](C)[C@@H](CN(C)Cc2ccc3c(c2)OCO3)Oc2ccc(NC(=O)Cc3cn(C)c4ccccc34)cc2C1=O
[2] C=CCn1c(=O)c(CCC(=O)Nc2ccc(N3CCOCC3)cc2)nc2cc(C(F)(F)F)ccc21
[3] C#CCOc1c(Cl)cc(/C=C2/C(=O)ON=C2C)cc1OCC
[4] COc1cccc(C(=O)Nc2ccc3c(c2)C(=O)N(CC2CCCO2)C3=O)c1 (configuration not stated)
[5] CCCC(C(=O)NCc1ccco1)N(Cc1ccco1)C(=O)CNS(=O)(=O)c1ccccc1 (configuration not stated)
[6] C[C@@H]1CN([C@H](C)CO)C(=O)c2cccc(NS(=O)(=O)c3ccc(Cl)cc3)c2O[C@H]1CN(C)C(=O)Nc1cccc2ccccc12
[7] Cc1ccc(-c2cnc3c(c2)C(=O)N([C@@H](C)CO)C[C@@H](C)[C@H](CN(C)C(=O)Cc2ccncc2)O3)cc1
[8] C[C@H]1COc2cc(N3CCC[C@@H]3CO)ccc2S(=O)(=O)N1
[9] Cc1cccc(N2CCN(C(=O)CCNS(=O)(=O)c3ccc4c(c3)oc(=O)n4C)CC2)c1C
[10] COc1cc(C(=O)OCc2cc(=O)oc3c(C)c(C)ccc23)ccc1OC(F)F
Screen / compound no.	1	2	3	4	5	6	7	8	9	10
S100A4 MyoIIA	2	-1	-4	-1	4	9	4	1	-6	-2
Cneo AK release	-1	-2	0	-9	1	6	3	.	1	3
LGR2 antag	10	9	-2	-44	12	15	1	-7	5	3
SIRT5 block	-4	3	-12	0	-1	-2	?	-3	3	3
XiGFP reactiv	-0.6	0.1	0.0	-0.1	0.0	-0.6	-0.3	0.0	0.1	0.1
Statin myotox sup	19	16	0	.	11	.	2	.	-13	-11
ERAP1 HTS inh	1	-2	3	17	0	5	-3	.	5	-1
PGC1a acetyl inh	-5	-6	-1	6	4	0	-13	.	.	-5

[11] CCc1ccc[n+](-c2nc3ccccc3nc2C(=C=[N-])C#N)c1
[12] Cc1noc(C)c1S(=O)(=O)N(C)C[C@@H]1OCCCC[C@@H](C)Oc2ccc(NC(=O)Cc3ccccc3)cc2C(=O)N([C@H](C)CO)C[C@@H]1C
[13] CCCn1nnnc1NCc1ccc(SC)cc1
[14] COc1ccc(C(C)=O)cc1CN1C(=O)C(C)ON=C1c1ccccn1 (configuration not stated)
[15] COc1ccc(C(=O)C2CCCN(C(=O)c3c4c(nn3C)CCCC4)C2)cc1F (configuration not stated)
[16] Cc1ccc(CCNC(=O)CCS(=O)(=O)Cc2ccc(C)cc2)cc1
[17] CCc1ccc(C(=O)NNC(=O)OC)cc1
[18] CC(=O)NCCc1nc2cc(NS(=O)(=O)c3ccc(Cl)cc3)ccc2n1C
[19] O=C(Nc1ccc(N2CCOCC2)cc1)c1csc(COCCO)n1
[20] CC(=O)NC(=S)Nc1ccc(S(=O)(=O)N2CCOCC2)cc1
Screen / compound no.	11	12	13	14	15	16	17	18	19	20
S100A4 MyoIIA	-7	2	-1	1	10	-2	1	-4	-4	-1
Cneo AK release	.	-3	-3	0	.	0	.	-4	-3	.
LGR2 antag	18	-1	25	5	14	-1	9	1	-22	13
SIRT5 block	6	-6	-2	.	-3	-1	0	.	-4	-2
XiGFP reactiv	.	0.1	0.0	0.2	-0.1	0.2	0.1	0.0	-0.2	0.0
Statin myotox sup	2	.	31	-8	.	12	.	-14	-5	.
ERAP1 HTS inh	.	1	-6	.	0	0	-2	-3	2	-3
PGC1a acetyl inh	-1	4	-11	.	.	5	.	-22	-1	-12

[21] C[C@@H]1CN([C@@H](C)CO)C(=O)c2cc(NC(=O)Nc3ccc(C(F)(F)F)cc3)ccc2O[C@@H](C)CCCCO[C@H]1CN(C)Cc1ccncc1
[22] CN1C(=O)c2cc(NC(=O)C3CCCCC3)ccc2OC[C@H]2O[C@@H](CC(=O)NCc3ccccc3F)CC[C@@H]21
[23] Brc1ccc(CN2CCCc3nc(-c4ccccc4)ccc32)cc1
[24] CC1Cc2nc(SCC(=O)N3CCOCC3)n(C)c(=O)c2S1 (configuration not stated)
[25] COc1ccc(S(=O)(=O)NCC2CCCN(Cc3ccccc3Cl)C2)cc1 (configuration not stated)
[26] COc1cccc(C(=O)NCC(c2cccs2)N2CCOCC2)c1 (configuration not stated)
[27] C[C@@H]1CN([C@@H](C)CO)S(=O)(=O)c2ccc(-c3cccnc3)cc2O[C@H]1CN(C)C(=O)C1CC1
[28] O=[N+]([O-])c1cc(-c2csc(NCCc3nc4cc(Cl)c(Cl)cc4n3CCCO)n2)ccc1Cl
[29] Cc1csc2ncc(C(=O)Nc3ccccc3F)c(=O)n12
[30] C[C@H](CO)N1C[C@H](C)[C@H](CN(C)CC2CC2)OCCCC[C@H](C)Oc2ccc(NS(=O)(=O)c3ccc(F)cc3)cc2C1=O
Screen / compound no.	21	22	23	24	25	26	27	28	29	30
S100A4 MyoIIA	-1	15	-4	-1	-1	-5	.	-1	-2	-1
Cneo AK release	0	-2	.	0	1	0	.	-3	-1	8
LGR2 antag	-8	-13	-23	-6	15	-15	1	-20	-2	-5
SIRT5 block	2	-2	.	1	-3	-3	.	1	-2	2
XiGFP reactiv	0.1	-0.1	0.3	-0.1	0.0	-0.1	0.4	0.1	0.1	0.0
Statin myotox sup	.	-26	.	1	-2	-9	-3	-9	18	.
ERAP1 HTS inh	-1	-2	-2	-8	-1	0	.	-2	1	0
PGC1a acetyl inh	-1	-3	.	.	-7	-3	7	.	-1	4

Reprinted from the part before: 4 compounds; new compounds follow.
[27] C[C@@H]1CN([C@@H](C)CO)S(=O)(=O)c2ccc(-c3cccnc3)cc2O[C@H]1CN(C)C(=O)C1CC1
[28] O=[N+]([O-])c1cc(-c2csc(NCCc3nc4cc(Cl)c(Cl)cc4n3CCCO)n2)ccc1Cl
[29] Cc1csc2ncc(C(=O)Nc3ccccc3F)c(=O)n12
[30] C[C@H](CO)N1C[C@H](C)[C@H](CN(C)CC2CC2)OCCCC[C@H](C)Oc2ccc(NS(=O)(=O)c3ccc(F)cc3)cc2C1=O
[31] C[C@H](CO)N1C[C@H](C)[C@H](CN(C)C(=O)Nc2ccccc2)Oc2c(NC(=O)c3cnccn3)cccc2C1=O
[32] C[C@@H]1CN([C@@H](C)CO)C(=O)c2cc(NC(=O)C3CC3)ccc2O[C@@H]1CN(C)S(=O)(=O)c1cn(C)cn1
[33] O=C(c1ccc(F)cc1)N(CC1CCC1)C[C@@H]1N[C@H](CO)[C@@H]1c1ccccc1
[34] O=C(CSc1ccccc1)N1CCCC(N2CCN(c3cccc(Cl)c3)CC2)C1 (configuration not stated)
[35] CCCNC(=O)C1(C)CCCN(C/C=C/c2ccccc2)C1 (configuration not stated)
[36] CC1CCN(C(=O)CCn2c(=O)oc3ccc(Cl)cc32)CC1
[37] Cc1nc2ncnn2c(N2CCN(S(=O)(=O)c3ccc(Br)cc3)CC2)c1C
[38] C=CCOC(=O)N1CCC2CC1c1cc(-c3cccc(C)c3)ccc12 (configuration not stated)
[39] COCC(=O)Nc1ccc2c(c1)C(=O)N(C)C[C@@H](OC)[C@@H](C)CN(Cc1ccccc1OC)[C@H](C)CO2
[40] C[C@@H]1CN([C@H](C)CO)C(=O)c2cccc(NS(=O)(=O)c3ccccc3)c2O[C@@H]1CN(C)Cc1ccccc1
Screen / compound no.	27	28	29	30	31	32	33	34	35	36	37	38	39	40
S100A4 MyoIIA	.	-1	-2	-1	-12	-7	2	-4	-2	-14	20	-1	8	-3
Cneo AK release	.	-3	-1	8	-1	3	-9	3	4	0	.	-2	-4	3
LGR2 antag	1	-20	-2	-5	-14	-8	-10	-9	4	-4	-4	-3	15	-7
SIRT5 block	.	1	-2	2	1	25*	0	0	.	.	2	-1	1	-1
XiGFP reactiv	0.4	0.1	0.1	0.0	-0.1	0.2	0.1	0.3	0.3	0.4	0.1	-0.1	0.0	-0.3
Statin myotox sup	-3	-9	18	.	37	-26	1	-4	9	2	.	-1	-3	5
ERAP1 HTS inh	.	-2	1	0	2	-3	1	0	-1	1	-2	-2	-1	1
PGC1a acetyl inh	7	.	-1	4	3	16	3	.	6	-4	.	-2	-5	4

[41] COc1ccc(NC(=O)Nc2ccc3c(c2)C(=O)N([C@@H](C)CO)C[C@@H](C)[C@H](CN(C)Cc2ccncc2)O3)cc1
[42] N#C/C(=C\c1cccn1S(=O)(=O)c1cccc(C#N)c1)S(=O)(=O)c1ccc(F)cc1
[43] C[C@@H]1CN([C@H](C)CO)C(=O)c2cc(NC(=O)NC3CCCCC3)ccc2O[C@@H](C)CCCCO[C@@H]1CN(C)S(=O)(=O)c1cccs1
[44] CCCc1nc2sc3c(c2c(=O)[nH]1)CCCC3
[45] COc1ccc(CN(C)C[C@H]2OCCCC[C@H](C)Oc3ccc(NC(=O)NC(C)C)cc3C(=O)N([C@@H](C)CO)C[C@H]2C)cc1
[46] Cc1ccc(C)c(NC(=O)CSc2ncnc3nc[nH]c23)c1
[47] CC(=O)NCc1ccc(OCCCN2CCC(C(O)(c3ccccc3)c3ccccc3)CC2)cc1
[48] Cc1cc(C)nc(NC(=O)c2ccc([N+](=O)[O-])c(C)c2)n1
[49] CC(C)(C)NC(=O)CSc1nc2ccc(NC(=O)CSc3nnc(N)s3)cc2s1
Screen / compound no.	41	42	43	44	45	46	47	48	49
S100A4 MyoIIA	-1	-1	-2	0	.	4	3	-3	-3
Cneo AK release	-1	0	0	.	.	3	.	2	.
LGR2 antag	13	6	-12	.	-17	-9	-4	-1	6
SIRT5 block	0	15	4	-4	.	1	-5	-2	.
XiGFP reactiv	0.1	0.4	0.1	0.0	0.0	.	0.1	0.0	0.1
Statin myotox sup	32	9	.	.	?	2	.	-2	.
ERAP1 HTS inh	-1	.	0	2	.	0	-3	-2	5
PGC1a acetyl inh	1	-17	-9	0	-6	7	.	9	.

Source: PubChem
